Screening results: PubChem BioAssay, Broad Institute
ERp5 block – blocks human ERp5 reductase activity on insulin; 350,000 tested, 0.05% active; ERp5 insulin aggregation, absorbance 650 nm, 90 min; AID 651711; Q15084; inhibition, % at 9.99 µM;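 active means mean replicate inhibition above about 25%, with every replicate also reaching it, limit read from the data, passing the limit was not always enough; inconclusive means only one of those two criteria met; inactive means neither criterion met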
Target sequence (Q15084 whole entry, looked up): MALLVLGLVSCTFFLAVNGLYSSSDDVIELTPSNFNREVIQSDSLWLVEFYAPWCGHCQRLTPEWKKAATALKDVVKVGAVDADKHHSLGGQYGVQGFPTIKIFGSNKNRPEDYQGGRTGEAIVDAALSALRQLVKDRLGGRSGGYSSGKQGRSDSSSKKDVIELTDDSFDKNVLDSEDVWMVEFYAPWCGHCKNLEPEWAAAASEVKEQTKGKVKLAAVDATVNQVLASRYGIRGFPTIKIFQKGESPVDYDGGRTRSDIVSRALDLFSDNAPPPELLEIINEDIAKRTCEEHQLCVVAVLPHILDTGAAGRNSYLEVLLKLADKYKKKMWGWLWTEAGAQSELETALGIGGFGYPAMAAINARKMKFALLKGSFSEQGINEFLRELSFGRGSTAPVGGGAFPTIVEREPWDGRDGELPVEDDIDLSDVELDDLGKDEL
E-sel inducer – E-selectin induction on HUVECs; HUVEC E-selectin immunofluorescence imaging; normalized: neutral wells 0, TNF-alpha wells 100; AID 686992; P16581; activation, % at 7.58 µM; 260,000 tested, 0.37% active;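 active means mean E-selectin-positive cell signal at least 10% of the positive control, reached in at least 60% of replicates, without over 20% cell loss; inconclusive means no rule given, readout overlaps actives, possibly toxicity-flagged; inactive means the rest, including those meeting only one limit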;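 further: in these data hits start at about 27%; measured in HUVEC primary endothelial cells; signal is the percent of cells scored E-selectin positive by PE staining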
Target sequence (P16581 whole entry, looked up): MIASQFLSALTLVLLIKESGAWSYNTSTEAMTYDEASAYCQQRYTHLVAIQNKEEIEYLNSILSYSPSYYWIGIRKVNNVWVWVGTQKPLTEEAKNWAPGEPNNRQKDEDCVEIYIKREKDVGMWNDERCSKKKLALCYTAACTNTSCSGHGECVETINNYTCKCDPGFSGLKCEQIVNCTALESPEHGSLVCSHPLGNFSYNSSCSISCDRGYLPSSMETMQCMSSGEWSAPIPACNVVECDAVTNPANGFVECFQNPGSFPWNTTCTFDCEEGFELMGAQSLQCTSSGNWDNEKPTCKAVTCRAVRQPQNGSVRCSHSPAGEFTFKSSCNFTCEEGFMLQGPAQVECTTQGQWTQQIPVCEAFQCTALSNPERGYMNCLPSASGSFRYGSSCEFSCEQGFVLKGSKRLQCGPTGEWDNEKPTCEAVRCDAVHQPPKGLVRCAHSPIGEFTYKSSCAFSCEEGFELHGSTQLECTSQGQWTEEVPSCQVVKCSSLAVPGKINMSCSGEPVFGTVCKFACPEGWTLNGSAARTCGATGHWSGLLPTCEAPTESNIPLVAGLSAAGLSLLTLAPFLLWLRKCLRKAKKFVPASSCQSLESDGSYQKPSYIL
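Assay system: HUVEC primary endothelial cells. Input: 3,000 HUVEC seeded per well. Doses: one compound dose added by pin transfer. Read-out basis: % PE-positive cells. Benchmarks: TNF-alpha high, DMSO low. Detection: immunofluorescence imaging. Buffer or medium: EGM-2, gelatin.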
ARNT-TACC3 inh – disrupts binding between human ARNT and TACC3; Q9Y6A5; AlphaScreen His-ARNT PAS-B/GST-TACC3 binding, luminescence; TACC3 fragment carries E629A point mutation; inhibition, % at 9.99 µM; 390,000 tested, 0.66% active; AID 623870;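 active means mean inhibition of replicates at least 50% and at least half of replicates each reaching 50%; inconclusive means half or more replicates reach 50% but mean below 50%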;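 further: 0% = complete ARNT plus TACC3 wells and 100% = ARNT alone without TACC3; many hits fall short of the cut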
esBAF inh – blocks esBAF chromatin remodeling in mouse ES cells. Bmi1-luciferase knock-in reporter, 24 h; 100% = twice the neutral-well signal. reporter increase, % at 12.5 µM. 350,000 tested, 2% active. AID 602393; in the data active means activation above about 40%; inconclusive means no clear call, values can overlap the other calls;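 further: 0% = median of the plate's neutral control wells and 100% = double that signal; a rise in the Bmi1 reporter signal indicates esBAF inhibition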
RAD54 branch – RAD54 (human) branch migration inhibition; Q92698; RAD54 Holliday junction branch migration, FAM/BHQ fluorescence; inhibition, % at 10.4 µM; 360,000 tested, 0.14% active; AID 602329;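 active means mean normalized replicate activity at least 40 and at least half of replicates scoring 40 or more; inconclusive means only one of the two criteria met; inactive means mean below 40 and under half of replicates reaching 40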;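 further: 0% = median of neutral control wells and 100% = median of positive control wells; inhibitors cause a drop in the FAM fluorescence signal; in these data hits start at about 50%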
RAD52 inh – inhibitors of human RAD52 DNA annealing; P43351; recombinant RAD52 DNA annealing, FRET fluorescence; inhibition, % at 18.7 µM; 360,000 tested, 0.46% active;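 active means every replicate showing at least 50% inhibition; inconclusive means mean inhibition at least 50% but not in every replicate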
PglD inh – PglD (C. jejuni) enzyme inhibition | 360,000 tested, 0.098% active | AID 602405 | inhibition, % at 12.5 µM | purified PglD enzyme, DTNB colorimetric CoA detection; in the data active means inhibition above about 16%, passing the limit was not always enough; inconclusive means no clear call, values can overlap the other calls; further: strong numbers were not always called active
Casp6 inh – caspase-6 (human) enzyme inhibition; 350,000 tested, 0.53% active; purified caspase-6, Z-VEID-R110 cleavage fluorescence; P55212; inhibition, % at 12.5 µM;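 active means mean inhibition across replicates at least about 35%, with every replicate also reaching that limit, limit read from the data; inconclusive means only one of the two criteria met; inactive means neither criterion met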;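 further: 0% = median of neutral control wells and 100% = no fluorescence left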
Starred values were filed as active, the others as inactive; ? = inconclusive; . = no result given; & = joins results of further samples. The order is random. Share with any hit: about 3.2%.

No.	smiles	ERp5 block	E-sel inducer	ARNT-TACC3 inh	esBAF inh	RAD54 branch	RAD52 inh	PglD inh	Casp6 inh
1	Cc1cccc(NC(=S)N2N=CCC2c2ccccc2)c1 (centres undefined)	-2	.	-3	49*	-3	-11	3	1
2	O=C(NC(=S)Nc1ccc(N2CCCCC2)cc1)c1ccco1	3	.	22	31	-4	-5	0	7
3	COc1cccc(CNC(=O)c2ccccc2-c2ccccc2)c1	2	.	-4	-11	9	-14	-2	-4
4	Nc1nc(N)c(N=Nc2ccc(S(N)(=O)=O)cc2)c(=O)[nH]1	1	.	1	-10	-12	0	1	1
5	CCS(=O)(=O)N1CCCCN2[C@@H](CO)[C@@H](c3ccc(C4=CCCC4)cc3)[C@@H]2C1	0	0.0	-5	-9	-2	-12	-4	2
6	C=C1CCC[C@]2(C)C[C@H]3OC(=O)C(CNCCN(CC)CC)[C@H]3CC12 (some centres undefined)	5	-0.1	-10	-5	4	3	5	.
7	O=C(COC(=O)/C=C/c1ccc(S(=O)(=O)N2CCOCC2)cc1)Nc1ccc(F)c(F)c1F	0	1.7	-10	1	-4	19	1	3
8	CCCS(=O)(=O)NC(=O)C1(C)CCN(C(=O)c2cncc(Br)c2)C1 (centres undefined)	9	-0.1	.	-4	-3	6	1	1
9	CCC(c1nnnn1C(C)(C)C)N1CCN(C2CCCC2)CC1 (centres undefined)	.	.	-3	0	-10	.	-5	.
10	O=c1[nH]c2ccc(NS(=O)(=O)c3ccc([N+](=O)[O-])cc3)cc2[nH]1	-2	2.9	-20	2	-1	-15	1	4
11	Cc1cc(C)nc(N/N=C/c2cc(C)n(CC(F)(F)F)c2C)n1	-3	1.3	2	.	.	-4	.	-2
12	Cc1nc(Nc2ccc3c(c2)OCCO3)c2oc3ccccc3c2n1	.	.	-7	10	0	.	-1	.
13	CCOC(=O)COC(=O)c1ccc(O)cc1	.	.	1	5	-10	.	-9	.
14	CNC(C)c1ccc(S(N)(=O)=O)cc1 (centres undefined)	-3	.	-2	-2	-14	-20	-3	1
15	COc1ccc(CCNC(=O)/C(=C/c2cccnc2)NC(=O)c2ccccc2)cc1	-2	.	.	-14	6	-90	5	1
16	CCc1nnc(NC(=O)c2cc(-c3ccccn3)nc3ccc(Br)cc23)s1	5	0.1	.	-3	2	-9	6	3
17	CCCCCCC(=O)NC1CCCCN(C)C1=O (centres undefined)	-1	0.1	.	.	.	-25	.	3
18	COCC(=O)N1CC2(C1)[C@H](c1ccccc1)[C@H](CO)N2CCC(F)(F)F	3	-0.1	.	.	.	-3	.	2
19	COC(=O)c1ccc(CN2CC(=O)N3[C@H](CO)[C@@H](c4ccc(-c5cccnc5)cc4)[C@H]3C2)cc1	6	-0.1	.	.	.	4	.	3
20	Cc1nn(CC(C)C)c2sc(C(=O)NC3CC(C)(C)NC(C)(C)C3)cc12	0	0.6	2	-8	-8	-9	-2	-3

Entries of single compounds, looked up by structure. Order of screens: ERp5 block, E-sel inducer, ARNT-TACC3 inh, esBAF inh, RAD54 branch, RAD52 inh, PglD inh, Casp6 inh
COCC(=O)N1CC2(C1)[C@H](c1ccccc1)[C@H](CO)N2CCC(F)(F)F in the list: 3, -0.1, ., ., ., -3, ., 2
Cc1nc(Nc2ccc3c(c2)OCCO3)c2oc3ccccc3c2n1 in the list: ., ., -7, 10, 0, ., -1, .
COC(=O)c1ccc(CN2CC(=O)N3[C@H](CO)[C@@H](c4ccc(-c5cccnc5)cc4)[C@H]3C2)cc1 in the list: 6, -0.1, ., ., ., 4, ., 3

Continued:
No.	smiles	ERp5 block	E-sel inducer	ARNT-TACC3 inh	esBAF inh	RAD54 branch	RAD52 inh	PglD inh	Casp6 inh
21	CC(C)NC(=O)Nc1ccc2c(c1)C(=O)N([C@H](C)CO)C[C@H](C)[C@H](CN(C)C(=O)NC1CCCCC1)OCCCC[C@H](C)O2	2	0.4	3	.	-7	-10	1	-3
22	O=C(N[C@@H]1CC[C@H](CCNC(=O)C2CCCC2)O[C@@H]1CO)c1ccncc1	-1	0.2	1	0	20	0	1	-1
23	CCCc1ccc(C(O)c2ncc(-c3ccccc3)[nH]2)cc1 (centres undefined)	-3	-0.3	.	22	3	-22	0	.
24	COc1ccc(OC)c(NC(=O)CN2CCC(NC(=O)c3ccccc3C)CC2)c1	4	.	-2	-1	-12	-9	-2	3
25	C[C@@H]1CN([C@H](C)CO)C(=O)Cc2cc(NS(=O)(=O)c3cn(C)cn3)ccc2O[C@@H]1CN(C)C	-2	-0.2	4	-8	11	-1	2	1
26	Cn1nc([N+](=O)[O-])nc1N1CCN(c2ccc(F)cc2)CC1	.	.	-6	-1	-18	.	3	.
27	C[C@@H]1CCCCO[C@H](CN(C)C(=O)NC2CCCCC2)[C@H](C)CN([C@@H](C)CO)C(=O)c2cc(NS(=O)(=O)c3ccc(Cl)cc3)ccc2O1	-3	.	0	1	-4	-5	-1	1
28	COc1ccc(C(=O)NC(=S)Nc2ccc(S(N)(=O)=O)cc2)cc1	11	.	-4	.	.	-10	.	-2
29	COc1ccc(OCC(O)CN2CCC(CN3C(=O)c4cccc5cccc(c45)C3=O)CC2)cc1 (centres undefined)	5	4.9	-11	.	.	96*	.	-3
30	CCCCN(C)C1CCN(C(=S)Nc2ccc(OCC)cc2)CC1	5	2.5	-1	3	4	-18	-1	-5
31	Cc1ccc(NCc2n[nH]c(=S)n2Cc2ccccc2)cc1Cl	5	1.5	2	.	.	17	.	1
32	CC(NCC(=O)Nc1cc(S(=O)(=O)N2CCOCC2)ccc1N1CCOCC1)c1ccco1 (centres undefined)	-10	-0.2	-8	5	11	-6	-2	8
33	COC(=O)CSc1nnc2n(C3CCCCC3)c(=O)c3c4c(sc3n12)CCCC4	.	.	-1	4	8	.	0	.
34	C=CCNC(=S)NNc1nc2c(c(=O)[nH]1)C1(CCCC1)Cc1ccccc1-2	0	0.6	.	.	.	-30	.	1
35	O=C(Nc1ccc(C(=O)NN2C(=O)c3ccccc3C2=O)cc1)c1ccccc1	?	-0.4	-7	-3	-8	0	3	0
36	CCCC(=O)Nc1nnc(SCC(=O)Nc2ccc3c(c2)OCO3)s1	-4	-1.0	20	.	.	-7	.	-1
37	C[C@@H]1CCCCO[C@H](CN(C)S(=O)(=O)c2cn(C)cn2)[C@H](C)CN([C@@H](C)CO)C(=O)c2cc(NC(=O)c3ccccc3)ccc2O1	0&2	0.0	-6	-14&-2	-8&-7	-2&16	0&1	0&0
38	Cc1cccc(-c2nnc(-c3ccccc3)o2)c1	.	.	-9	-41	-6	.	-2	.
39	CCCCNC(=O)Cn1c(=O)c2c(ncn2CCC(C)C)n(Cc2ccccc2)c1=O	2	.	3	0	-37	-13	-2	-1
40	OC(c1cccc(Cl)c1)c1nc(/C=C/c2ccc(C(F)(F)F)cc2)cs1 (centres undefined)	3	-0.1	.	3	-6	-5	-7	-2

Entries from the list above that have a nitro group on carbon, in the order listed:
No.	smiles	ERp5 block	E-sel inducer	ARNT-TACC3 inh	esBAF inh	RAD54 branch	RAD52 inh	PglD inh	Casp6 inh
10	O=c1[nH]c2ccc(NS(=O)(=O)c3ccc([N+](=O)[O-])cc3)cc2[nH]1	-2	2.9	-20	2	-1	-15	1	4
26	Cn1nc([N+](=O)[O-])nc1N1CCN(c2ccc(F)cc2)CC1	.	.	-6	-1	-18	.	3	.

Returning to the listing with the 3 entries that preceded the break.
No.	smiles	ERp5 block	E-sel inducer	ARNT-TACC3 inh	esBAF inh	RAD54 branch	RAD52 inh	PglD inh	Casp6 inh
38	Cc1cccc(-c2nnc(-c3ccccc3)o2)c1	.	.	-9	-41	-6	.	-2	.
39	CCCCNC(=O)Cn1c(=O)c2c(ncn2CCC(C)C)n(Cc2ccccc2)c1=O	2	.	3	0	-37	-13	-2	-1
40	OC(c1cccc(Cl)c1)c1nc(/C=C/c2ccc(C(F)(F)F)cc2)cs1 (centres undefined)	3	-0.1	.	3	-6	-5	-7	-2
41	N#Cc1ccc(-c2ccc(OCC(O)CN3CCCCC3)cc2)cc1 (centres undefined)	2	-0.1	-13	-14	4	-7	6	-8
42	C[C@H](O)C#Cc1ccc2c(c1)O[C@H](CN(C)C(=O)c1ccccc1)[C@@H](C)CN([C@H](C)CO)S2(=O)=O	-2	-0.6	6	4	-6	-3	-2	0
43	COc1cccc(-c2cnc(C(O)c3cccc(F)c3)[nH]2)c1 (centres undefined)	-2	0.0	.	?	4	0	-1	2
44	CN1C(=O)c2cc(NC(=O)C3CC3)ccc2OC[C@@H]2O[C@@H](CC(=O)NCc3ccccc3F)CC[C@H]21	-4	0.0	.	.	.	6	.	-1
45	CC(C)C(Nc1ccc(C(F)(F)F)cc1[N+](=O)[O-])C(=O)O (centres undefined)	-4	0.1	-8	7	.	-1	.	-2
46	CCCOC(=O)C1=C(C)OC23OC(N)=C(C#N)C12C(=O)c1ccccc13 (centres undefined)	.	.	1	-7	-3	.	2	.
47	CNC[C@H]1OCCCC[C@@H](C)Oc2ccc(NS(=O)(=O)c3c(C)noc3C)cc2C(=O)N([C@H](C)CO)C[C@@H]1C	.	0.0	-8	-6	7	.	0	.
48	COC(=O)c1c(C)oc(C)c1S(=O)(=O)NCc1ccco1	4	-0.1	-10	2	-6	-1	-1	2
49	CCCC(=O)N(Cc1cc(=O)[nH]c2ccccc12)c1cccc(C)c1	3	0.2	3	2	-5	-26	3	1
50	COCC(=O)Nc1ccc2c(c1)C(=O)N(C)C[C@@H](OC)[C@@H](C)CN(C(=O)COC)[C@@H](C)CO2	1	-0.2	-8	-4	-3	-7	3	2
51	CN(C)CC(=O)N[C@@H]1CC[C@H](CCn2cc(C3CCCC3)nn2)O[C@@H]1CO	-1	0.0	26	0	-4	8	-2	-1
52	CN(C)c1cccc(C(=O)Nc2ccc(S(=O)(=O)Nc3nccs3)cc2)c1	.	.	41	10	-1	.	-5	.
53	CNC[C@@H]1OCCCC[C@@H](C)Oc2ccc(NC(=O)Nc3ccccc3)cc2C(=O)N([C@@H](C)CO)C[C@H]1C	2	0.2	21	4	4	-18	-1	-3
54	Cc1cc(OCC(=O)NNC(=S)NC(=O)c2cccs2)ccc1Cl	0	0.1	-1	.	-1	-16	.	-4
55	CC1(c2nnnn2C2CCCCC2)CCC(=O)N1Cc1ccc2c(c1)OCO2 (centres undefined)	1	-0.3	.	.	.	0	.	4
56	O=C1N2CCSC2=NC1(NS(=O)(=O)c1ccccc1)C(F)(F)F (centres undefined)	.	.	-8	-4	1	.	-6	.
57	Cc1noc(C)c1S(=O)(=O)Nc1ccc2c(c1)CC(=O)N([C@@H](C)CO)C[C@@H](C)[C@H](CN(C)CC1CCCCC1)O2	4	0.0	1	4	-7	6	-2	-2
58	COc1cc(O)oc1C=Nc1ccc(Cl)cc1	.	.	-2	-2	1	.	1	.
59	CCOc1ccc(Nc2nc(NCCN3CCOCC3)nc(OC)n2)cc1	.	.	31	-3	3	.	-3	.
60	O=C(/C=C/c1ccccc1)N1CCOCC1	3	0.0	-3	5	-3	-3	0	2
61	CCN1[C@H](C(=O)NCc2cccc(OC)c2)[C@@H](CO)[C@@H]2Cn3c(ccc(C4=CCCCC4)c3=O)[C@@H]21	10	-0.4	-8	4	-3	-18	4	1
